Assay outcomes: PubChem BioAssay, The Scripps Research Institute Molecular Screening Center
GPR7 antagonist: GPR7 receptor antagonists, primary screen, cell-based, fluorescence, single concentration; 290,000 compounds, 1.1% hits; GPR7-expressing cells, fluorescence antagonist assay; inhibition, % at 4.4 µM; Neuropeptides B/W receptor type 1 (Homo sapiens), P48145; in the data active = inhibition above about 16%, passing the limit was not always enough;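 also: cells stimulated with the agonist NPW; 0% = agonist with vehicle and 100% = vehicle without agonist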
Target sequence (P48145 whole entry, looked up): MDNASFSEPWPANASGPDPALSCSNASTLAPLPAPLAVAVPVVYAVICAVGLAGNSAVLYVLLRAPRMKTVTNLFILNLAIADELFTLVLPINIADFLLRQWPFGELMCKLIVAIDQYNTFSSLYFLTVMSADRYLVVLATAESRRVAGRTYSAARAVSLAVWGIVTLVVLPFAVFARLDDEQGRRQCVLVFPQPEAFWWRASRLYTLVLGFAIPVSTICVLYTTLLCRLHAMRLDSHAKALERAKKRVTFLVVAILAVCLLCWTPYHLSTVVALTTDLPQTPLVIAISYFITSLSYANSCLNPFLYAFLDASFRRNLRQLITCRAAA
CHO parental Ca: ATP-evoked calcium signal inhibitors, parental CHO, primary screen, counter-screen for OX1R antagonist project, cell-based, fluorescence, Fluo-8 calcium dye. AID 463079, 2010. parental CHO-K1, ATP-induced calcium, Fluo-8 fluorescence. 330,000 compounds, 0.63% hits. inhibition, % at 5.6 µM;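 active = inhibition above that plate's mean sample inhibition plus 3 SD, cut at about 26% in these data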;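 also: 0% = ATP-challenged DMSO wells and 100% = DMSO wells without ATP; some compounds past the cut are filed as inactive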
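Measured by: calcium-sensitive Fluo-8 fluorescence / Test system: CHO parental line / Controls: ATP-challenged DMSO wells low, unchallenged DMSO wells high / Measure: % inhibition / Compound: single nominal dose of 5.6 µM per compound / Replicates: single well per compound, no replicates / Reagent: ATP as calcium-mobilizing challenge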
OXTR potentiator: human OXTR potentiators, primary screen, fluorescence, CHO-OTR cells, Fluo-8 calcium; Oxytocin receptor (Homo sapiens), P30559; Fluo-8 calcium fluorescence, potentiator mode; 0% = oxytocin EC15, 100% = EC100; activation, % at 3 µM; 320,000 compounds, 0.061% hits; AID 2445, 2010;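 active = activation above that plate's cutoff, the mean activation of tested compounds plus 3 SD, cut at about 6.6% in these data, passing the limit was not always enough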;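 also: 100% uses oxytocin at 75 nM as the full agonist control; some results filed as inactive read as strong as hits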
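Assay system: CHO-OTR cells, human receptor / Also added: oxytocin at about EC15, sub-maximal agonist stimulus / Dosing: single dose, 3.0 µM nominal final compound concentration / Incubation: 6 min pre-incubation, 100 s read / Technique: Fluo-8 calcium dye fluorescence / Read-out: % activation vs EC15 and EC100 oxytocin / Benchmarks: EC15 oxytocin low, 75 nM oxytocin high / Replicates: singlicate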
TAAR1 antag: human TAAR1 antagonists, primary screen, Fluo-8 calcium fluorescence, CHO RD-HGA16 cells; Trace amine-associated receptor 1 (Homo sapiens), Q96RJ0; inhibition, % at 3 µM; antagonist; 360,000 compounds, 1.5% hits;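 active = inhibition above a per-plate cutoff, the mean inhibition of test compounds on that plate plus 3 SD, cut at about 49% in these data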;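 also: 0% = DMSO plus EC80 beta-PEA response and 100% = DMSO alone without agonist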
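Test system: hTAAR1-expressing CHO RD-HGA16 cells, Gα16-coupled; Probe or stimulus: EC80 β-phenethylamine stimulus; Compound dosing: single nominal final test compound concentration of 3 µM; Timing: 140 s kinetic read after compound, 140 s after agonist; Signal: Fluo-8 calcium-sensitive fluorescence; Measure: % inhibition of agonist calcium response; Controls: DMSO and EC80 PEA controls.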
V1R ag counter: agonists of human V1a receptor, primary screen, counter-screen for OXTR agonist project, fluorescence, CHO-V1R cells; activation, % at 3 µM; 320,000 compounds, 0.25% hits; Fluo-8 calcium fluorescence, agonist mode; 0% DMSO, 100% 3 nM vasopressin; AID 2797, 2010;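 active = activation above the mean activation of all tested compounds plus 3 SD, per screening run, cut at about 20% in these data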;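 also: signal is peak over basal fluorescence ratio across a 100 second FLIPR read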
Target sequence (P37288 whole entry, looked up): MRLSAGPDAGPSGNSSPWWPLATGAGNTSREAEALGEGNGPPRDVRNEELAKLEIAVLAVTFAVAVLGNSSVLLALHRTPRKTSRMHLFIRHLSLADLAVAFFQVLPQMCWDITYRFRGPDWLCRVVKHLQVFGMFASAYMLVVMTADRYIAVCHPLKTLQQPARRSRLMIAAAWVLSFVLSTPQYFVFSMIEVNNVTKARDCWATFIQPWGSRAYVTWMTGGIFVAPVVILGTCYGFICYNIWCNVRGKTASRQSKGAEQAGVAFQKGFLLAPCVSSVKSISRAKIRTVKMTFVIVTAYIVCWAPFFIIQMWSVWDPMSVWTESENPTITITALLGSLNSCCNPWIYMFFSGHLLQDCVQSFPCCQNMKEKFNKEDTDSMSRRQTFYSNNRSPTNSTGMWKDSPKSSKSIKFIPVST
OXTR ag: human OXTR agonists, primary screen, fluorescence, CHO-OTR cells, Fluo-8 calcium | Oxytocin receptor (Homo sapiens), P30559 | Fluo-8 calcium fluorescence; normalized: DMSO 0%, oxytocin 100% | activation, % at 3 µM | 320,000 compounds, 0.32% hits | AID 2435, 2010;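 active = activation above the mean of all tested compounds plus 3 SD, cutoff set per screening run, cut at about 20% in these data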;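 also: peak over basal fluorescence ratio from a 100 s FLIPR kinetic read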
M1 PAM parental: nonselective calcium activators in parental CHO-K1 cells, primary screen, counter-screen for M1 PAM project, cell-based, Fluo-8 calcium fluorescence, full deck, 1536-well | ATP EC20; 0% at ATP EC20, 100% at ATP max | activation, % at 3 µM | 360,000 compounds, 0.02% hits | AID 602247, 2012;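 active = activation above the run cutoff, the mean activation of all test compounds plus 3 SD, cut at about 40% in these data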;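 also: peak over basal fluorescence ratio in a 140 s read after ATP addition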
CHO-K1 Ca antag: nonselective inhibitor or artifact in parental CHO-K1 cells. ATP-induced calcium, Fluo-8 fluorescence. inhibition, % at 3 µM. 360,000 compounds, 0.6% hits;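 active = inhibition above a per-plate cutoff, the plate's mean sample inhibition plus 3 SD, cut at about 24% in these data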;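 also: 0% = DMSO plus EC80 ATP and 100% = DMSO alone without ATP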
CHO-K1 Ca ag: counter-screen for M1 agonists: effect in parental CHO-K1 cells; Fluo-8 calcium fluorescence; scaled to maximal ATP response, vehicle zero; activation, % at 3 µM; 360,000 compounds, 0.48% hits; in the data active = activation above about 15%;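 also: untransfected CHO-K1 host cells lacking M1 receptor as counterscreen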
* hit, by the source's call; . = not tested or not shown.

nr | compound | GPR7 antagonist | CHO parental Ca | OXTR potentiator | TAAR1 antag | V1R ag counter | OXTR ag | M1 PAM parental | CHO-K1 Ca antag | CHO-K1 Ca ag
1 | O=C(CCc1c[nH]c2ccccc12)Nc1ncccc1O | -7 | 4 | -1 | -13 | 1.9 | 1.0 | -27 | 16 | 0.9
2 | CCc1nnc(NC(=O)CCS(=O)(=O)Cc2ccccc2)s1 | 16 | -7 | 0 | -21 | 0.2 | 0.3 | -2 | -2 | 0.4
3 | Cc1ccc(S(=O)(=O)N2CCN(c3ccccc3)CC2)cc1C | 1 | 5 | -1 | -3 | -1.0 | -2.6 | 4 | -4 | 0.8
4 | Cc1cccc(NC(=O)CCN2C(=O)c3ccccc3C2=O)c1 | 3 | -10 | -15 | -6 | 0.1 | -0.6 | 8 | -4 | 2.5
5 | COC(=O)c1sc(S(=O)(=O)Nc2ccc(C)cc2)c(C(=O)OC)c1C | 1 | -15 | -2 | -4 | -1.1 | -2.5 | 23 | -10 | 0.6
6 | COc1ccccc1NC(=O)c1ccc(NC(=O)CN2CCCCC2)cc1 | . | 11 | 1 | -18 | 1.2 | 2.4 | -5 | -2 | -0.3
7 | Cc1ccccc1C(=O)NNC(=S)NC(=O)COc1ccccc1 | 10 | -7 | 4 | -21 | 0.3 | -0.2 | 12 | -4 | 0.4
8 | COc1cccc(Nc2nc3cc(OC)ccc3cc2C#N)c1 | -4 | 0 | -3 | 2 | -1.3 | -1.0 | 7 | 3 | 2.2
9 | O=C(c1cc(-c2ccccn2)nc2c(Cl)cccc12)N1CCN(S(=O)(=O)c2ccccc2)CC1 | -11 | -9 | -7 | 30 | 2.3 | 4.8 | 24 | -11 | 4.3
10 | CC1(C(=O)O)CCN1C(=O)c1cccc(OC(F)(F)F)c1 (stereo unspecified) | . | . | . | -27 | . | . | 4 | -6 | 0.2
11 | O=[N+]([O-])c1ccc(S(=O)(=O)N2CCN(Cc3ccco3)CC2)cc1 | 11 | -8 | -8 | -3 | 5.9 | 0.9 | -21 | -5 | -0.4
12 | CCOc1ccc(-n2ccc(=O)c(C(=O)Nc3ccc(S(=O)(=O)Nc4nccs4)cc3)n2)cc1 | -14 | -7 | -5 | -1 | 3.0 | 0.0 | -16 | -8 | -0.1

(listing goes on)
nr | compound | GPR7 antagonist | CHO parental Ca | OXTR potentiator | TAAR1 antag | V1R ag counter | OXTR ag | M1 PAM parental | CHO-K1 Ca antag | CHO-K1 Ca ag
13 | CCC(C)NC(=S)Nc1ccc2nc(N3CCOCC3)cc(C)c2c1 (stereo unspecified) | 12 | 3 | -6 | 1 | 3.6 | 1.5 | -1 | -13 | 5.8
14 | CN(CC(=O)Nc1ccc(F)cc1)C(=O)c1cccc(S(=O)(=O)N2CCN(c3ccccc3)CC2)c1 | 10 | 0 | -9 | 15 | 9.1 | 6.7 | 18 | 9 | 4.9
15 | C1=C(c2cc3ccccc3cn2)CCCC1 | . | -17 | 1 | -2 | -0.2 | -0.9 | -6 | -4 | -0.4
16 | CC(=O)c1ccc(OCC(O)CN2CC(C)OC(C)C2)cc1 (stereo unspecified) | -6 | -4 | -11 | -17 | 0.3 | 2.3 | 14 | -5 | 0.8
17 | O=C(Nc1ccc(C(F)(F)F)cc1-c1ccccc1)c1ccccc1 | -5 | -14 | -4 | -14 | -1.3 | -0.8 | 16 | -5 | 0.4
18 | CCOc1ccc(NC(=O)CN(C)C(=O)c2cc([N+](=O)[O-])ccc2Sc2ccccc2)cc1OCC | . | . | . | 17 | . | . | 18 | -2 | 1.3
19 | CCC(Sc1nc(N)c(NC(=O)c2ccco2)c(=O)[nH]1)C(=O)O (stereo unspecified) | -4 | -17 | 2 | -1 | 0.0 | 0.8 | 18 | -11 | 1.2
20 | Cc1ccc(C(C(=O)NCc2ccco2)N(C(=O)CNC(=O)c2cccs2)c2ccc(C)cc2)cc1 (stereo unspecified) | -10 | -17 | -5 | -14 | 0.3 | 0.5 | -12 | 14 | -0.3
21 | CCCOc1cccn2c(N(C)C(=O)c3ccccc3F)c(CC)nc12 | . | . | . | -13 | . | . | 5 | -11 | -0.1
22 | CCCCN(C(=O)C(C)Oc1ccc(Br)cc1)c1c(N)n(CC(C)C)c(=O)[nH]c1=O (stereo unspecified) | . | -15 | -6 | 3 | 0.6 | -1.1 | -7 | -6 | -0.2
23 | O=C(COc1ccccc1[N+](=O)[O-])Nc1ccccc1N1CCCC1 | -18 | -23 | 4 | 1 | -1.3 | -2.4 | 21 | -5 | 1.4
24 | COc1cc(NC(=O)CCCn2c(=S)[nH]c3ccccc3c2=O)cc(OC)c1OC | -24 | -9 | -4 | 11 | 0.5 | -0.2 | 11 | -8 | 2.9
25 | Nc1nc(SCC(=O)Nc2ccc3c(c2)OCO3)n[nH]1 | -11 | 5 | 0 | -30 | 0.2 | -0.3 | -6 | -3 | 1.5

Structures above that have an NH in an aromatic ring:
nr | compound | GPR7 antagonist | CHO parental Ca | OXTR potentiator | TAAR1 antag | V1R ag counter | OXTR ag | M1 PAM parental | CHO-K1 Ca antag | CHO-K1 Ca ag
1 | O=C(CCc1c[nH]c2ccccc12)Nc1ncccc1O | -7 | 4 | -1 | -13 | 1.9 | 1.0 | -27 | 16 | 0.9
19 | CCC(Sc1nc(N)c(NC(=O)c2ccco2)c(=O)[nH]1)C(=O)O (stereo unspecified) | -4 | -17 | 2 | -1 | 0.0 | 0.8 | 18 | -11 | 1.2
22 | CCCCN(C(=O)C(C)Oc1ccc(Br)cc1)c1c(N)n(CC(C)C)c(=O)[nH]c1=O (stereo unspecified) | . | -15 | -6 | 3 | 0.6 | -1.1 | -7 | -6 | -0.2
24 | COc1cc(NC(=O)CCCn2c(=S)[nH]c3ccccc3c2=O)cc(OC)c1OC | -24 | -9 | -4 | 11 | 0.5 | -0.2 | 11 | -8 | 2.9
25 | Nc1nc(SCC(=O)Nc2ccc3c(c2)OCO3)n[nH]1 | -11 | 5 | 0 | -30 | 0.2 | -0.3 | -6 | -3 | 1.5
